Salmonella PhoP GFP = inhibitors of PhoP regulon expression, primary screen, Salmonella Typhimurium, GFP reporter (AID 1863). S. Typhimurium PhoP-regulated promoter GFP reporter, 4 h; higher % means a stronger effect. inhibition, % at 50 µM; hits with a dose series show IC50 in µM. 0.16% of 300,000 active;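 active = inhibition over 29.93%, a cutoff 3 SD above the screen mean, later confirmed by dose response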;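 note: 0% = low Mg2+ inducing control and 100% = high Mg2+ repressing control; strong numbers were not always called active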
MgcRacGAP inhibition = MgcRacGAP GTPase-activating activity inhibitors, confirmation, biochemical, ADP Hunter fluorescence. Rac GTPase-activating protein 1 (Homo sapiens). MgcRacGAP-stimulated Rac1 GTP hydrolysis, ADP Hunter fluorescence; higher % means a stronger effect; GST-tagged Rac1 F28L mutant substrate. inhibition, % at 30 µM; hits with a dose series show IC50 in µM. 0.6% of 340,000 active;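 active = first-screen hits whose inhibition reached a set limit at any dose in the follow-up dose series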;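 note: fluorescence reports GDP produced by GAP-driven GTP hydrolysis; strong numbers were not always called active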
SV40 large T antigen = SV40 large T antigen inhibitors, biochemical (AID 1903); SV40 large T antigen ATPase/helicase inhibition assay; higher % means a stronger effect; one-dose inhibition, % at 20 µM; IC50 in µM for titrated hits; 0.39% of 310,000 active; in the data active = a potency from the dose series; note: strong numbers were not always called active
Dengue-2 NS5 capping = Dengue-2 NS5 methyltransferase inhibitors, primary screen, biochemical, confirmation dose response (AID 588689); Genome polyprotein (Dengue virus type 2 (strain 16681-PDK53)); Dengue-2 NS5 methyltransferase capping enzyme assay, biochemical; higher % means a stronger effect; one-dose inhibition, % at 25 µM; IC50 in µM for titrated hits; 0.3% of 340,000 active; in the data active = a potency from the dose series
LYP inhibition = inhibitors of LYP phosphatase, biochemical, fluorescence intensity, uHTS (AID 1779) | Tyrosine-protein phosphatase non-receptor type 22 (Homo sapiens) | recombinant LYP phosphatase, fluorescence intensity; higher % means a stronger effect | one-dose inhibition, % at 11.5 µM; IC50 in µM for titrated hits | 0.054% of 290,000 active; in the data active = inhibition above about 50%;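 note: plate controls were vehicle with enzyme for no effect and no enzyme for full effect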
West Nile virus CPE = West Nile virus antiviral activity, cell-based, CPE readout (AID 1621). West Nile virus-infected cells, CPE inhibition; higher % means a stronger effect. 0.02% of 290,000 active. CPE inhibition, % at 10 µM, or IC50 in µM where a hit was titrated; in the data active = a potency from the dose series; note: strong numbers were not always called active
CSM14.1 death rescue = rescue of cells from ER stress-induced death, primary screen, 384-well, CSM14.1, thapsigargin, ATP luminescence (AID 1222) | CSM14.1 thapsigargin-induced death rescue, ATP luminescence; higher % means a stronger effect | 190,000 tested, under 10 active | cellular ATP content (survival), % at 20 µM; hits with a dose series show EC50 in µM;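 active = EC50 below 50 µM in the dose-response confirmation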;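 note: death triggered by thapsigargin at about 15 µM added after 2 h compound pretreatment; cell ATP read after overnight thapsigargin exposure of roughly 18 to 22 hours; normalized against plate controls of thapsigargin alone and 5% DMSO vehicle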
GPR35 antagonists = GPR35 antagonists blocking zaprinast-driven arrestin recruitment, primary screen, imaging, U2OS, beta-arrestin-GFP, zaprinast agonist (AID 2058); G-protein coupled receptor 35 (Homo sapiens); U2OS GPR35 beta-arrestin-GFP translocation imaging, zaprinast antagonism; higher % means a stronger effect; inhibition, % at 10 µM; hits with a dose series show IC50 in µM; 0.052% of 290,000 active;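 active = inhibition of at least 50% with at least 30 cells and total cytoplasm GFP at most 10,000,000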
RSV antiviral HEp-2 = RSV antiviral activity via CPE protection, HEp-2 cells, primary 10 µM value included (AID 2391). 0.13% of 310,000 active. HEp-2 cells, RSV-induced CPE inhibition; higher % means a stronger effect. one-dose CPE inhibition, % at 10 µM; IC50 in µM for titrated hits; in the data active = a potency from the dose series; note: strong numbers were not always called active
Dengue-2 NS5 capping pilot replicate = also measured in Dengue-2 NS5 capping; calls as there; inhibition, %; measured here: pilot screen replicate inhibition
* hit, by the source's call; . = no result given.

SMILES	Salmonella PhoP GFP	MgcRacGAP inhibition	SV40 large T antigen	Dengue-2 NS5 capping	LYP inhibition	West Nile virus CPE	CSM14.1 death rescue	GPR35 antagonists	RSV antiviral HEp-2	others
O=C(CSc1nnc(NC(=O)c2ccc(F)cc2F)s1)NC1CC1	6%	3%	-6%	-4%	-4%	0.3%	.	0%	0.6%
Cc1ccc2nc(C(Cl)(Cl)Cl)nc(N/N=C/c3ccncc3)c2c1	-5%	3%	4%	-7%	-5%	-0.4%	-0.8%	0%	0.1%
Cc1ccc(Cl)cc1NC(=O)CSC(N)=O	-12%	15%	5%	-4%	0%	0.0%	-1.6%	12%	1.4%
COc1ccc(CNC(=O)CN(CC2CCCO2)C(=O)CNS(=O)(=O)c2ccccc2)cc1 (stereo not drawn)	0%	6%	7%	-5%	-10%	0.1%	-1.5%	-6%	1.9%
CCc1ccc(-c2nc(CCl)cs2)cc1	27%	8%	9%	2%	-1%	-0.7%	-1.7%	0%	4.3%
CC(C)(C)C(=O)CC1(O)C(=O)N(Cc2ccc(Cl)cc2)c2ccccc21 (stereo not drawn)	-7%	5%	14%	-8%	3%	-0.9%	1.3%	-3%	2.4%
O=C(CCc1ccccc1)NNC(=O)CCc1ccccc1	-7%	5%	0%	-5%	-11%	-1.0%	.	6%	2.0%
Cc1cc(C)n(-c2nc3c(c(=O)[nH]c(=O)n3C)n2CC(O)COc2ccccc2)n1 (stereo not drawn)	-5%	7%	17%	-10%	3%	-0.1%	-1.0%	12%	1.2%
O=C(N/N=C/c1ccc2c(c1)OCO2)c1ccccn1	1%	8%	10%	-2%	0%	-0.6%	-5.1%	6%	-1.9%
Fc1cc(F)cc(NC(=S)N2CCN(c3ncccn3)CC2)c1	-10%	8%	2%	-12%	-4%	0.2%	-1.2%	3%	2.6%
Cc1cc(Cl)ccc1OC(C)C(=O)NN=C1CCCCCC1 (stereo not drawn)	-1%	-2%	6%	1%	-2%	-0.2%	.	0%	1.8%
CCN(CC)CCCN(C(=O)Cn1nnc(-c2ccc(OC)c(OC)c2)n1)C(C(=O)NC(C)(C)C)c1ccc(F)cc1 (stereo not drawn)	-6%	8%	5%	-1%	-5%	-0.7%	-0.5%	12%	1.2%
Cc1nn(C)c(C(=O)Nc2ccc(Cl)c([N+](=O)[O-])c2)c1Cl	-26%	7%	6%	-2%	3%	-0.4%	-2.1%	-14%	2.7%
Cc1ccc(S(=O)(=O)N2CCN(C(=O)CN3C(=O)NC4(CCCCC4)C3=O)CC2)c(C)c1	-3%	3%	12%	1%	.	.	.	.	-2.4%
Cc1ccc(S(=O)(=O)N2C(=O)/C(=C3\SC(=S)NC3=O)c3ccccc32)cc1	-4%	.	7%	.	7%	1.1%	.	-18%	7.1%
COC(=O)C(NC(C)=O)(Nc1cccc(C)n1)C(F)(F)F (stereo not drawn)	-2%	-1%	8%	1%	-8%	0.0%	.	1%	2.5%
COc1ccc(-c2nc3c(c(=O)[nH]c(=O)n3Cc3ccccc3)n2Cc2ccccc2)cc1	-1%	3%	13%	-2%	14%	-0.1%	2.7%	-4%	38%
FC(F)(F)c1cccc(OCCOCCn2cncn2)c1	14%	8%	15%	7%	-4%	-0.5%	.	-4%	0.2%
CCN1CNC(=S)N(CCc2ccccc2)C1	-14%	6%	4%	-1%	0%	1.6%	0.5%	-9%	0.5%
N/C(=N\OC(=O)Nc1ccc(Cl)cc1)c1ncc(C(F)(F)F)cc1Cl	45%	11%	6%	3%	-5%	0.2%	-0.9%	11%	4.9%
COc1cc(CNCC(C)C)cc(Br)c1OCC(=O)Nc1ccccc1	1%	5%	23%	6%	-2%	-1.3%	-4.0%	-2%	-1.4%	Dengue-2 NS5 capping pilot replicate=-0.6
C=C(C)C1CC=C(C)/C(=N/NC(=O)c2ccc(NC(=O)CCC)cc2)C1 (stereo not drawn)	-1%	10%	8%	4%	0%	-0.1%	3.8%	-15%	-1.5%
Cc1ccc(F)cc1NC(=O)C1CCN(c2cnccn2)CC1	4%	5%	10%	-7%	-10%	0.1%	-0.9%	4%	-1.2%
O=C(Nc1cccc(Cl)c1)N1CCN(Cc2ccccc2)CC1	2%	8%	4%	-4%	-5%	0.7%	-1.9%	-1%	0.6%
CCCn1nc2cc(C(=O)NCCCCc3ccccc3)ccc2c1OCC	5%	3%	10%	7%	-10%	-0.7%	-0.1%	4%	10%
CC(NC(=O)[C@H](NC(=O)[C@@H]1Cc2ccccc2CN1)c1ccccc1)c1ccccc1 (stereo partly drawn)	.	3%	.	0%	-13%	-1.0%	.	-8%	-0.9%
O=c1ccc(OCCOc2ccccc2)nn1-c1ccccc1	6%	4%	10%	-4%	2%	-0.5%	-0.5%	-6%	3.2%
O=C(CC(CC(=O)c1ccc(Cl)cc1)c1ccccc1C(=O)O)c1ccc(Cl)cc1	-3%	4%	-2%	-1%	-10%	0.5%	.	-9%	1.8%
COC(=O)Nc1ccc(S(=O)(=O)NNC(=O)c2c(O)c3ccccc3[nH]c2=O)cc1	2%	8%	13%	-3%	-8%	-0.5%	.	13%	1.2%
Cc1cc(=O)n2c3c(cccc13)CCC2	-6%	2%	-5%	2%	-4%	0.2%	0.6%	30%	6.3%

No new results follow: two of the compounds above.
SMILES	Salmonella PhoP GFP	MgcRacGAP inhibition	SV40 large T antigen	Dengue-2 NS5 capping	LYP inhibition	West Nile virus CPE	CSM14.1 death rescue	GPR35 antagonists	RSV antiviral HEp-2	others
COC(=O)Nc1ccc(S(=O)(=O)NNC(=O)c2c(O)c3ccccc3[nH]c2=O)cc1	2%	8%	13%	-3%	-8%	-0.5%	.	13%	1.2%
Cc1cc(=O)n2c3c(cccc13)CCC2	-6%	2%	-5%	2%	-4%	0.2%	0.6%	30%	6.3%

Following part
SMILES	Salmonella PhoP GFP	MgcRacGAP inhibition	SV40 large T antigen	Dengue-2 NS5 capping	LYP inhibition	West Nile virus CPE	CSM14.1 death rescue	GPR35 antagonists	RSV antiviral HEp-2	others
CNS(=O)(=O)c1cccc(C(=O)OCC(=O)N2CCc3ccccc3C2)c1	24%	7%	5%	-4%	-5%	0.1%	-0.3%	-6%	-0.8%
Cc1[nH]n(-c2cccc(Cl)c2)c(=O)c1C=NC12CN3CN(CN(C3)C1)C2	-10%	11%	18%	1%	4%	0.1%	-3.9%	3%	1.1%
Cc1ccccc1NC(=O)/C(=C\c1cccs1)NC(=O)c1ccccc1	17%	4%	10%	-4%	8%	-0.9%	-1.7%	8%	0.8%
CN(C(=O)CCN1CCCO1)C1CCCN(Cc2ccccc2F)C1 (stereo not drawn)	0%	6%	9%	-9%	-10%	-0.6%	.	11%	0.6%
CCOC(=O)C1=C(N)OC2=C(C(=O)CCC2)C1c1cccs1 (stereo not drawn)	11%	7%	16%	-7%	-6%	-0.9%	1.2%	28%	0.2%
CC(C)c1cc(C(=O)O)n[nH]1	12%	-1%	-5%	0%	-4%	0.1%	2.7%	9%	1.7%
Cc1ccc(S(=O)(=O)/N=C(/c2ccc(F)cc2)N(C)C)cc1	4%	8%	-2%	-1%	-6%	0.6%	.	-10%	1.1%
Clc1ccc(CN2C3=NCCCN3c3ccccc32)cc1Cl	16%	12%	2%	-3%	-6%	0.3%	-3.7%	10%	4.8%
COC(=O)/C(=C/Nc1ccc(O)cc1)[N+](=O)[O-]	-6%	25µM*	62µM*	2%	-4%	0.6%	6.7%	-2%	1.3%
Cc1cc(C)n(-c2ccc(C(=O)Oc3ccc4c(c3)OCO4)cc2)n1	15%	-7%	9%	-1%	6%	0.9%	.	-1%	0.5%
O=C(CSc1nc2cc3c(cc2c(=O)n1CCC1=CCCCC1)OCO3)NCc1ccco1	9%	5%	-1%	7%	-13%	.	-2.7%	13%	4.5%
Cc1cccc(/C(N)=N/OC(=O)c2cccnc2)c1	5%	2%	23%	1%	2%	-0.4%	2.4%	16%	-0.2%
COC(=O)c1[nH]nc2c1C(=O)N(C1CCCCC1)C2=O	-7%	7%	6%	-14%	-6%	0.1%	-0.2%	5%	1.1%

Of the compounds above, eleven have a Cl atom:
SMILES	Salmonella PhoP GFP	MgcRacGAP inhibition	SV40 large T antigen	Dengue-2 NS5 capping	LYP inhibition	West Nile virus CPE	CSM14.1 death rescue	GPR35 antagonists	RSV antiviral HEp-2	others
Cc1ccc2nc(C(Cl)(Cl)Cl)nc(N/N=C/c3ccncc3)c2c1	-5%	3%	4%	-7%	-5%	-0.4%	-0.8%	0%	0.1%
Cc1ccc(Cl)cc1NC(=O)CSC(N)=O	-12%	15%	5%	-4%	0%	0.0%	-1.6%	12%	1.4%
CCc1ccc(-c2nc(CCl)cs2)cc1	27%	8%	9%	2%	-1%	-0.7%	-1.7%	0%	4.3%
CC(C)(C)C(=O)CC1(O)C(=O)N(Cc2ccc(Cl)cc2)c2ccccc21 (stereo not drawn)	-7%	5%	14%	-8%	3%	-0.9%	1.3%	-3%	2.4%
Cc1cc(Cl)ccc1OC(C)C(=O)NN=C1CCCCCC1 (stereo not drawn)	-1%	-2%	6%	1%	-2%	-0.2%	.	0%	1.8%
Cc1nn(C)c(C(=O)Nc2ccc(Cl)c([N+](=O)[O-])c2)c1Cl	-26%	7%	6%	-2%	3%	-0.4%	-2.1%	-14%	2.7%
N/C(=N\OC(=O)Nc1ccc(Cl)cc1)c1ncc(C(F)(F)F)cc1Cl	45%	11%	6%	3%	-5%	0.2%	-0.9%	11%	4.9%
O=C(Nc1cccc(Cl)c1)N1CCN(Cc2ccccc2)CC1	2%	8%	4%	-4%	-5%	0.7%	-1.9%	-1%	0.6%
O=C(CC(CC(=O)c1ccc(Cl)cc1)c1ccccc1C(=O)O)c1ccc(Cl)cc1	-3%	4%	-2%	-1%	-10%	0.5%	.	-9%	1.8%
Cc1[nH]n(-c2cccc(Cl)c2)c(=O)c1C=NC12CN3CN(CN(C3)C1)C2	-10%	11%	18%	1%	4%	0.1%	-3.9%	3%	1.1%
Clc1ccc(CN2C3=NCCCN3c3ccccc32)cc1Cl	16%	12%	2%	-3%	-6%	0.3%	-3.7%	10%	4.8%

Assay outcomes as filed in PubChem BioAssay.
